Bioassay records as filed in PubChem BioAssay.
DSG3 Ab inh – human desmoglein-3 autoantibody binding inhibition. P32926. DSG3-coupled beads, scFv-anti-DSG3-GFP binding, flow cytometry; hits give low values. binding (percent of control), % at 10 µM. hit rate 0.48% among 310,000;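 active = binding more than 3 SD below its plate's average and above zero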;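 also: hits lower antibody fragment binding to DSG3; some compounds called inactive have numbers as strong as hits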
DAGLB inhibitor – diacylglycerol lipase beta (human) inhibition; inhibition, % at 5.17 µM; HEK293T DAGLB membrane lysate, EnzChek fluorogenic substrate; Q8NCG7; hit rate 0.059% among 340,000; in the data active = inhibition above about 34%;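 also: 0% = enzyme with vehicle and 100% = wells lacking enzyme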
C-LANA FP – blocks KSHV LANA C-terminal domain binding to DNA | MBP-C-LANA/FAM-LBS DNA binding, fluorescence polarization | hit rate 0.078% among 340,000 | inhibition, % at 9 µM;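 active = highest replicate inhibition at or above 60% at 9 µM, even if other replicates fall short; inactive = all replicates below 60% inhibition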;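 also: 0% = neutral control wells and 100% = 4 µM acridine orange control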
CAL PDZ FP-1 – blocks peptide binding to human CAL PDZ domain | inhibition, % at 20 µM | hit rate 0.02% among 330,000 | AID 504414 | purified CAL PDZ, TMR-peptide fluorescence polarization, 1 h | Q9HD26;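 active = highest replicate inhibition of at least 40%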;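 also: plate controls were DMSO neutral control wells for no effect and unlabeled competitor peptide control wells for full effect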
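Material: tagged CAL PDZ protein CerCALP, purified; buffer or medium: sodium phosphate/NaCl buffer pH 7.4 with TCEP, IgG, Thesit; also added: fluorescent TMR peptide probe; schedule: 1 h incubation at room temperature before polarization reading; technique: fluorescence polarization from S- and P-plane intensities, G-factor corrected; control set: unlabelled peptide and DMSO controls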
V-ATPase pHluor – regulators of yeast V-ATPase proton transport; response, % at 10 µM; hit rate 0.37% among 350,000; S. cerevisiae, pHLuorin cytosolic pH fluorescence; in the data active = response mostly above about 7.3%, no sharp cut-off; inactive = mostly below about 5.4%; also: actives read high; inactives centre near 0; some compounds called inactive have numbers as strong as hits
NSD2 inh – NSD2 (human) methyltransferase inhibition; NSD2 peptide methylation, AlphaScreen, 120 min; inhibition, % at 12.5 µM; hit rate 0.54% among 310,000; in the data active = inhibition above about 50%
Keap1 Nrf2 FP – disrupts human Keap1 binding to Nrf2 peptide; Keap1 Kelch-Nrf2 peptide fluorescence polarization, 1536-well; inhibition, % at 9.4 µM; hit rate 0.15% among 340,000; AID 504523; in the data active = inhibition above about 12%;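 also: human Keap1 Kelch domain with fluorescein labeled Nrf2 9mer peptide probe; 0% = neutral control wells and 100% = peptide positive control; higher means more block of Keap1 binding to Nrf2 peptide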
Target sequence (Q14145 whole entry, looked up, the tested form may be a part): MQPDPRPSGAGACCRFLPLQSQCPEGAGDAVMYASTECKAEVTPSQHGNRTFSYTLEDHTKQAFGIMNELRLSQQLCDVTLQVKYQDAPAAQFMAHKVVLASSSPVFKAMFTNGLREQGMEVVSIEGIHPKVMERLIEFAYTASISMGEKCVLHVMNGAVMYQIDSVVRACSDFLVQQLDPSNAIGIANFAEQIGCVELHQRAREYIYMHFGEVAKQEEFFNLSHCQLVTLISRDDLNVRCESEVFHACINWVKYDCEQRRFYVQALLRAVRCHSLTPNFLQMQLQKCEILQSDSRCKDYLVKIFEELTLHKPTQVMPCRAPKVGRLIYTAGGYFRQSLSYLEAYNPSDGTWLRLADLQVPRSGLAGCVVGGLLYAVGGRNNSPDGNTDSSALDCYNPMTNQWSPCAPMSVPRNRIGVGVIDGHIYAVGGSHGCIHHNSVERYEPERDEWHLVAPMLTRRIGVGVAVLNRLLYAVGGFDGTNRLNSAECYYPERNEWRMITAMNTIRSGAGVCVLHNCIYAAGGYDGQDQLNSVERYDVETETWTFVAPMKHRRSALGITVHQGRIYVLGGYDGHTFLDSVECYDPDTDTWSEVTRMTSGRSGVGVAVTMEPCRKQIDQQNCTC
RTF Ca sens inh – cardiac RTF calcium desensitization | P19429+P45379 | IANBD-labeled cardiac RTF, Ca2+ fluorescence | inhibition, % at 7.15 µM | hit rate 0.12% among 340,000 | AID 493244;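 active = inhibition above the mean inhibition of all tested compounds plus 3 SD, cut at about 17% in these data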;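 also: assay run at fixed EC70 calcium of 1.6 mM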
Arr AP2 block – blocks beta-arrestin peptide binding to AP2 adaptin; FITC-arrestin peptide / GST-AP2 beads, flow cytometry; AP2 beta2 appendage carries R879A mutation; inhibition, % at 10 µM; hit rate 0.31% among 340,000;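 active = inhibition above a set limit, near 3 SD of compounds lacking own fluorescence, cut at about 54% in these data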;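 also: plate controls were DMSO wells for no effect and 5 µM unlabelled arrestin peptide for full effect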
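test system = AP2 appendage R879A on GSH beads | buffer or medium = PBS plus Tween 20 (0.05%) and BSA (0.1%) | incubation = 12 min plus 1 h, RT | detection = bead flow cytometry, FITC channel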
CAL PDZ FP-2 – inhibitors of human CAL PDZ peptide binding. Q9HD26. purified CAL PDZ, TMR-peptide fluorescence polarization, 1 h. inhibition, % at 24.9 µM. hit rate 0.92% among 300,000. AID 602252;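 active = mean inhibition of at least 30% with at least half of replicates also reaching 30%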;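 also: 0% = DMSO neutral control and 100% = excess unlabeled competitor peptide PRC23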
* = called active by the depositor; x = not tested or not shown. Some of the compounds tested; count on the stated rates, not on these rows.

SMILES	DSG3 Ab inh	DAGLB inhibitor	C-LANA FP	CAL PDZ FP-1	V-ATPase pHluor	NSD2 inh	Keap1 Nrf2 FP	RTF Ca sens inh	Arr AP2 block	CAL PDZ FP-2
COc1cccc(N2CCN(c3ncnc4c3[nH]c3ccc(F)cc34)CC2C)c1 (centres undefined)	103	2	0.6	-0.3	x	x	-4	3	3	-1
O=[N+]([O-])c1ccc2nc(C3CCCCC3)[nH]c2c1	94	-1	0.0	-1.4	-3	-1	0	-9	7	x
O=S1(=O)CC(O)C(NCc2cccnc2)C1 (centres undefined)	84	-3	1.2	-3.0	1	-2	-7	-1	-5	-2
O=C(CCCl)Nc1nc2c(s1)CCc1ccccc1-2	96	0	0.9	-0.3	0	15	2	-7	5	-2
CCc1cc(-c2ccc3c(c2)COc2c4ccccc4nn2-3)on1	99	-4	-0.5	-1.1	-2	x	-2	0	7	-1
Cc1[nH]n(CCC#N)c(=O)c1CC(=O)N1CCN(c2ccccc2)CC1	100	1	-0.7	0.1	2	x	-2	5	-4	-2
CCOCC(=O)NC1CCc2cc(OC)c(OC)c(OC)c2-c2ccc(SC)c(=O)cc21 (centres undefined)	92	1	0.8	-1.4	1	-1	-5	-2	3	-5
CCc1nc2ccc(C(=O)NCCc3ccco3)cc2nc1CC	x	1	0.6	-2.6	2	5	-2	-6	31	-1
O=C(O)c1ccc(N=C2c3ccccc3-c3ccccc32)cc1	88	-2	1.5	-0.6	0	x	-4	-4	-11	2
CC(C)(O)c1[nH]c2ccc(C(F)(F)F)cc2c1C(C)(C)O	108	-5	0.3	0.2	-4	x	1	3	10	1
Cc1cc(C)cc(N(CC(=O)NC2CCCC2)C(=O)CNC(=O)c2ccco2)c1	94	-5	-1.1	-2.0	-10	3	1	6	-2	-1
O=S(=O)(c1ccc(F)cc1)N(CCO)CC(O)Cn1c2ccccc2c2ccccc21 (centres undefined)	98	1	-0.6	-2.9	2	-2	-3	2	21	x
CCOC(=O)Cc1cc(=O)[nH]c(/N=C(\N)Nc2ccc(C)cc2C)n1	102	1	0.7	-2.0	1	-3	2	-3	-1	-1
CCOc1ccc(C(=O)CC(Sc2ccc(C)cc2)C(=O)O)cc1 (centres undefined)	103	3	2.5	-0.5	3	-2	-10	1	3	4
COc1ccc(N2CCN(Cc3nc4c(c(=O)n(C)c(=O)n4C)n3Cc3cccc(C)c3)CC2)cc1	108	-5	0.9	-0.6	2	x	-3	-1	-2	-2
CN(C)c1ccc(C(CC(=O)c2ccccc2)C2CCCCC2=O)cc1 (centres undefined)	102	-1	-4.5	-0.3	-1	1	-6	-4	-12	0
C#CCOCCOCCOCCNc1nc(N2CCOCC2)nc(N2CCN(C(=O)[C@H](C)n3cc(CCCN=C(N)N)nn3)CC2)n1	101	2	1.2	-0.8	0	x	-7	-7	-2	-12
O=C(CCNS(=O)(=O)c1cccc2nsnc12)N1CCc2ccccc21	88	1	0.6	0.9	1	2	-3	1	-5	-1
O=C(CSc1nnc(Cc2ccccc2)n1-c1ccccc1)NNC(=O)Cc1ccccc1	100	4	-0.1	-2.8	x	2	2	-12	10	x
N#Cc1cc2c(nc1SCC(=O)Nc1sc3c(c1C#N)CCC3)CCCCC2	102	-3	-0.8	x	0	-1	-2	-5	-4	-4
CCc1nc2ccccc2c(C(=O)OCc2nnc(-c3ccccc3)o2)c1C	100	-6	0.5	-3.7	-3	-5	-6	-1	13	-2
O=S(=O)(c1cccc2nonc12)N1CCCCCC1	110	-3	-0.8	0.4	0	1	3	5	0	x
N=c1c(S(=O)(=O)c2ccc(Cl)cc2)cc2c(=O)n3ccccc3nc2n1Cc1cccnc1	101	-2	14	-1.6	2	-4	1	-8	-2	0
Cc1ccc(OCCCN2CCOCC2)c([N+](=O)[O-])c1	108	-4	-0.1	-1.8	-3	0	-6	0	-3	1
O=C(NC1CCCC1)C1CCN(C(=O)Nc2cccc(Cl)c2)CC1	95	-2	1.3	-5.0	-2	-2	-1	-7	-4	-5

Other records
SMILES	DSG3 Ab inh	DAGLB inhibitor	C-LANA FP	CAL PDZ FP-1	V-ATPase pHluor	NSD2 inh	Keap1 Nrf2 FP	RTF Ca sens inh	Arr AP2 block	CAL PDZ FP-2
COc1cccc(Nc2ncnc3c2cnn3-c2cccc(C)c2)c1	100	-7	-1.0	-4.2	3	15	-4	-10	4	-1
COc1ccc(-c2sc3cc(OC)c(OC)cc3c2C#CC(C)(C)O)cc1	88	0	0.5	1.1	-5	x	9	-13	0	-3
O=C(NCc1nnc(SCC(=O)N2CCCCC2)o1)c1c(F)cccc1F	108	-1	0.3	-1.2	0	0	1	2	-9	-4
CSc1ccccc1-c1nnc(-c2ccc(Cl)c(Cl)c2)o1	102	-2	0.5	-0.9	-3	0	-3	8	1	x
Cc1cc(Br)ccc1NC(=S)N1CCOCC1	102	-1	0.1	-1.2	-1	-4	-2	-1	-17	-8
CCCn1c(N)c(N2CCCCC2)c(=O)n(CC(=O)Nc2ccccc2C(F)(F)F)c1=O	121	1	-3.0	0.7	-6	x	-1	-13	-17	-4
COC(=O)CN1C2(C#N)CCCCC2CC2CCCCC21C#N (centres undefined)	x	2	1.9	x	0	-2	-4	-5	-7	1
CCN(CC)S(=O)(=O)c1ccc(OC)c(NC(=O)c2cccc(C)c2[N+](=O)[O-])c1	95	-4	-0.9	-0.9	-2	-1	-1	-9	12	x
CCNS(=O)(=O)c1ccc(NC(=S)N2CCc3ccccc32)cc1	101	1	2.2	-0.7	1	1	-4	-4	2	2
Cc1cc(C(=O)COC(=O)c2ccc(O)cc2O)c(C)n1C(C)C	x	-4	-0.1	-1.2	-6	1	-4	-10	-5	8
Cc1ccccc1Cn1cc(NC(=O)c2cc(-c3cccs3)on2)cn1	91	-1	-1.3	x	-2	1	-3	-3	-4	2
CCOc1cccc(CN2CCN(c3cccc(C(F)(F)F)c3)CC2)c1O	96	-10	1.0	-1.8	-4	-1	0	4	5	x
CSc1nc2sc(-c3ccccc3)cc2c(=O)n1N	106	0	-0.3	-0.7	4	-4	3	-9	7	0
CCn1c(=O)c(C(=O)Nc2ccccc2S(N)(=O)=O)c(O)c2ccccc21	103	1	-0.6	0.6	2	-2	0	-3	28	-5
CC(C)Cc1n[nH]c(=O)c2c1nnn2Cc1ccccc1F	93	2	-1.9	0.1	-1	1	-4	-3	7	1
Cc1ccccc1-n1nc2c(c1NC(=O)c1ccc3c(c1)OCO3)CS(=O)(=O)C2	98	2	-2.0	-0.7	1	1	0	4	-17	1
CCCCn1c(N)c(N(CCOC)C(=O)Cn2c(=O)cnc3ccccc32)c(=O)[nH]c1=O	103	-2	0.0	0.7	1	0	-3	-8	-4	x
CCOC(=O)c1c(NC(=O)CSc2nnc(Cc3csc(N)n3)n2C)sc(C)c1C	107	1	3.0	-0.7	1	-1	-9	-4	4	-3
COc1ccc(F)cc1CN1CCN(C(=O)CCC(=O)Nc2nnc(C(C)C)s2)CC1	105	0	-0.7	0.6	3	1	-2	-1	2	2
COc1cc2cnc(CCCC#N)cc2cc1OC	107	-2	0.5	0.0	1	x	-5	-7	1	0
CCOC(=O)C1CCN(C(=O)C2(NC(=O)Nc3ccccc3C)CCCCC2)CC1	107	0	-1.9	-0.6	-1	-2	-3	-26	2	-3
Cc1ccc(C)c(NC(=O)CSc2ccc(-c3cccs3)nn2)c1	113	-3	0.6	0.1	-6	-1	-3	3	5	1
O=C(CCCN1C(=O)/C(=C/c2ccc3c(c2)OCO3)SC1=S)Nc1ccc(C(=O)O)cc1	111	6	-0.7	-0.3	-11	9	-9	-2	48	0
O=C(NC1CC1(c1ccccc1)c1ccccc1)c1ccccc1 (centres undefined)	88	-9	-1.3	-0.7	6	30	-5	-10	21	17
O=C(COC(=O)[C@@H]1CC(O)CN1S(=O)(=O)c1ccc(Cl)c(Cl)c1)NC(=O)NCc1ccccc1 (some centres undefined)	93	2	-0.9	-0.4	-2	-1	1	-8	-8	x

Given with values under each structure: part of the list above
Second line of a record – DSG3 Ab inh | DAGLB inhibitor | C-LANA FP | CAL PDZ FP-1 | V-ATPase pHluor | NSD2 inh | Keap1 Nrf2 FP | RTF Ca sens inh | Arr AP2 block | CAL PDZ FP-2
Cc1ccccc1Cn1cc(NC(=O)c2cc(-c3cccs3)on2)cn1
  91 | -1 | -1.3 | x | -2 | 1 | -3 | -3 | -4 | 2
CCOc1cccc(CN2CCN(c3cccc(C(F)(F)F)c3)CC2)c1O
  96 | -10 | 1.0 | -1.8 | -4 | -1 | 0 | 4 | 5 | x
CSc1nc2sc(-c3ccccc3)cc2c(=O)n1N
  106 | 0 | -0.3 | -0.7 | 4 | -4 | 3 | -9 | 7 | 0
CCn1c(=O)c(C(=O)Nc2ccccc2S(N)(=O)=O)c(O)c2ccccc21
  103 | 1 | -0.6 | 0.6 | 2 | -2 | 0 | -3 | 28 | -5

Other results follow.
SMILES	DSG3 Ab inh	DAGLB inhibitor	C-LANA FP	CAL PDZ FP-1	V-ATPase pHluor	NSD2 inh	Keap1 Nrf2 FP	RTF Ca sens inh	Arr AP2 block	CAL PDZ FP-2
CC(Oc1ccccc1)C(=O)NCc1cccnc1 (centres undefined)	112	2	0.5	-1.9	1	-1	0	4	3	-1
O=C(O)c1ccc(N=Cc2nc(-c3ccco3)oc2O)cc1	98	0	2.1	-1.0	-3	15	1	6	52	0
COCCCNCCCOc1ccc(C(C)(C)c2ccccc2)cc1	99	0	1.9	-0.3	0	6	-22	-5	7	1
CC(C)Nc1nc(NC(C)C)nc(SCC(N)=O)n1	98	-2	-0.1	0.7	-1	-4	-1	5	-12	-3
Cc1ccc(S(=O)(=O)NCCCCCC(N)=O)cc1	95	-3	0.8	-1.9	2	-1	1	-1	0	-2
O=C(CCN1C(=O)c2cccc3cccc(c23)C1=O)N1CCOCC1	116	1	-0.6	2.8	1	-1	-3	-7	-4	-9
CCOc1ccccc1CNS(=O)(=O)c1ccc(-c2cnc(C3CC3)o2)cc1	101	-27	-0.4	-0.7	-1	-1	0	-6	-6	x
CC1Oc2ccccc2OC1C(=O)Nc1nccs1 (centres undefined)	x	1	0.5	-2.6	3	-2	4	-5	-9	6
CC(C)c1ccc(S(=O)(=O)c2n[nH]n3c2nc(=O)c2ccccc23)cc1	105	12	-0.1	-3.1	-1	-8	3	1	-5	-3
COc1cccc(C2C=C(Nc3ccccc3)C(=O)N2c2ccccc2)c1 (centres undefined)	105	6	1.3	-3.2	0	0	-7	-1	3	-1
O=C(CCc1nc2ccccc2c(=O)[nH]1)Nc1ccc(Cl)c(Cl)c1	104	6	0.4	-0.8	0	-3	-5	-9	3	-3
CSc1nc(-c2ccccc2)c(C#N)c(=O)n1C	97	-3	0.5	-1.5	0	-3	2	-4	-1	-2
Cn1ncc(C#N)c1NC(=O)C1CC(c2ccc(Cl)c(Cl)c2)=NO1 (centres undefined)	97	-1	2.5	-2.9	0	6	3	-5	4	-4
Cc1ccc(S(=O)(=O)N2CCCCC2)cc1C(=O)Nc1ccccn1	x	2	-1.0	-1.4	-3	0	8	0	19	1
CCCCc1nnc(NC(=O)Cn2cnc3ccccc3c2=O)s1	112	0	-2.5	0.2	-2	22	1	-6	8	-1
